Screens (PubChem BioAssay)
RAD52 anneal inh – RAD52 DNA annealing inhibitors, primary screen, biochemical, FRET, single point, set 2; DNA repair protein RAD52 homolog (Homo sapiens), P43351; recombinant RAD52 DNA annealing, FRET fluorescence; inhibition, % at 18.7 µM; hit rate 0.46% among 360,000; AID 651710, 2012;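 active means every replicate showing at least 50% inhibition; inconclusive means mean inhibition at least 50% but not in every replicate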
Target sequence (P43351 whole entry, looked up): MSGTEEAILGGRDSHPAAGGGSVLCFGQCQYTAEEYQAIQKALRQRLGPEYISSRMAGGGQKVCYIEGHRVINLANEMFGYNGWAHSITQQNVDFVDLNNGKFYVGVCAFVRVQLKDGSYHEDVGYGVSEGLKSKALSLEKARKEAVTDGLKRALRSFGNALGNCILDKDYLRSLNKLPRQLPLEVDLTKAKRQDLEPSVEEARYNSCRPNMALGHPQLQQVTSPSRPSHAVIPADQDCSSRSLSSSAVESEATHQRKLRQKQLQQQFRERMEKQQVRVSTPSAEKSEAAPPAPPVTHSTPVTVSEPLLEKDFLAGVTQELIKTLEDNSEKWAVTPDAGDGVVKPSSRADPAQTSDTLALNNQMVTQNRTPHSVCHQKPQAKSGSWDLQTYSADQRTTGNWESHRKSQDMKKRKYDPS
INS-1E GSIS act – GLuc luminescence reporter in INS-1E cells, primary screen for activators of glucose-dependent secretion of insulin | AID 743287, 2014 | INS-1E GLuc reporter insulin secretion, 2-3 h | activation, % at 16.6 µM | hit rate 0.61% among 370,000;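 active means lowest replicate activation of at least 40%, so every replicate reaches that level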;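 further: 0% = median of neutral control wells and 100% = median of IBMX positive control wells; some compounds called inactive have numbers as strong as hits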
RAD54 inh – inhibitors of human RAD54 branch migration, primary screen, biochemical, fluorescence, single point; inhibition, % at 10.4 µM; DNA repair and recombination protein RAD54-like (Homo sapiens), Q92698; hit rate 0.14% among 360,000; RAD54 Holliday junction branch migration, FAM/BHQ fluorescence;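 active means mean normalized replicate activity at least 40 and at least half of replicates scoring 40 or more; inconclusive means only one of the two criteria met; inactive means mean below 40 and under half of replicates reaching 40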;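 further: 0% = median of neutral control wells and 100% = median of positive control wells; inhibitors cause a drop in the FAM fluorescence signal; in these data hits start at about 50%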
F508del corr – F508del CFTR correction, initial screen, CFBE line, single point; AID 720511, 2013; activity (quench increase), % at 7.58 µM; CFBE cells, YFP halide quenching; stimulated with forskolin plus potentiator P3; % fluorescence drop versus neutral controls; hit rate 0.36% among 350,000;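 active means mean added fluorescence quench of at least 8% versus neutral control, with both replicates also reaching 8%; inconclusive means only one of the mean or replicate conditions met; inactive means mean below 8% and not both replicates reaching 8%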;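 further: cells transiently co-express mutant CFTR-F508del with the halide-sensitive YFP; corrector assay measuring rescue of mutant channel to the surface after 24 h compound exposure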
ARNT-TACC3 inh – disruptors of ARNT/TACC3 protein interaction, primary screen, biochemical, AlphaScreen, single concentration; Transforming acidic coiled-coil-containing protein 3 (Homo sapiens), Q9Y6A5; AlphaScreen His-ARNT PAS-B/GST-TACC3 binding, luminescence; TACC3 fragment carries E629A point mutation; inhibition, % at 9.99 µM; hit rate 0.66% among 390,000; AID 623870, 2012;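 active means mean inhibition of replicates at least 50% and at least half of replicates each reaching 50%; inconclusive means half or more replicates reach 50% but mean below 50%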;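 further: 0% = complete ARNT plus TACC3 wells and 100% = ARNT alone without TACC3; many hits fall short of the cut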
esBAF inh – Bmi1 luciferase reporter increase in mESCs, primary screen, esBAF inhibitor project, mouse ES cells, Bmi1 luciferase knock-in, single point; 24 h; 100% = twice the neutral-well signal; reporter increase, % at 12.5 µM; hit rate 2% among 350,000; AID 602393, 2012; in the data active means activation above about 40%; inconclusive means no clear call, values can overlap the other calls;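 further: 0% = median of the plate's neutral control wells and 100% = double that signal; a rise in the Bmi1 reporter signal indicates esBAF inhibition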
ERAP1 HTS inh – human ERAP1 aminopeptidase inhibitors, primary screen, biochemical, single point, plate reader; recombinant ERAP1, Leu-AMC fluorescence, 60 min; inhibition, % at 10.7 µM; hit rate 0.15% among 340,000; AID 652197, 2013;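 active means mean replicate inhibition of at least 30%, or all replicates individually reaching that 30% level; inactive means mean below 30% and not every replicate reaching it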;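 further: 0% = neutral control wells and 100% = L-leucinethiol positive control wells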
Xi reactivation – activators of inactive X chromosome reactivation, primary screen, imaging, XiGFP fibroblasts, GFP high-content imaging, set 2 | AID 743238, 2013 | hit rate 0.055% among 360,000 | activation, % at 7.58 µM | XiGFP mouse fibroblasts, % GFP-positive cells imaging, 3 d; cells co-treated with 5-aza-dC sensitizer; scaled so ellipticine positive control = 100%;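 active means mean normalized replicate activation at least 10% and every replicate at or above 10%; inconclusive means only one of the two criteria met; inactive means mean below 10% and not all replicates reach 10%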;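 further: 0% = median of on-plate neutral control wells and 100% = ellipticine 6 µM median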
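material = 68-5-11 XiGFP fibroblast line | medium = DMEM plus 5-aza-dC sensitizer | schedule = 3 days compound exposure | benchmarks = positive control ellipticine, 6 µM final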
* hit, by the source's call; ? = inconclusive; · = no result given; & = joins results of further samples.

A first look (five entries):
SMILES | RAD52 anneal inh | INS-1E GSIS act | RAD54 inh | F508del corr | ARNT-TACC3 inh | esBAF inh | ERAP1 HTS inh | Xi reactivation
O=C(C[C@@H]1CC[C@H](NC(=O)CCN2CCCCC2)[C@@H](CO)O1)Nc1ccc(-c2ccccc2)cc1 | 12 | -3 | 6 | -1.9 | -17 | -2 | -4 | 0.1
CCCc1cnc(N2CCN(S(=O)(=O)c3cccs3)CC2)nc1 | -4 | 2 | 7 | 1.2 | · | · | -2 | 0.2
CCOC(=O)c1cnc2nc(N3CCOCC3)nn2c1N | 6 | 4 | · | 5.1 | -7 | · | -5 | 0.2
C[C@@H]1CN([C@H](C)CO)C(=O)c2cc(Br)cnc2O[C@@H]1CN(C)C(=O)C1CCOCC1 | -3&1&11 | 16&14 | -7&-2&-2 | -3.4&-0.7&-0.6 | -2&24 | -9&0&-3 | 17&1&1 | 0.1&-1.4
Cc1ccc(C)c(NC(=O)CCc2nnc3ccc(N4CCCCC4)nn23)c1 | -7 | 9 | 3 | -0.4 | 10 | 3 | -4 | 0.1

The whole of this part, from the first entry:
SMILES | RAD52 anneal inh | INS-1E GSIS act | RAD54 inh | F508del corr | ARNT-TACC3 inh | esBAF inh | ERAP1 HTS inh | Xi reactivation
O=C(C[C@@H]1CC[C@H](NC(=O)CCN2CCCCC2)[C@@H](CO)O1)Nc1ccc(-c2ccccc2)cc1 | 12 | -3 | 6 | -1.9 | -17 | -2 | -4 | 0.1
CCCc1cnc(N2CCN(S(=O)(=O)c3cccs3)CC2)nc1 | -4 | 2 | 7 | 1.2 | · | · | -2 | 0.2
CCOC(=O)c1cnc2nc(N3CCOCC3)nn2c1N | 6 | 4 | · | 5.1 | -7 | · | -5 | 0.2
C[C@@H]1CN([C@H](C)CO)C(=O)c2cc(Br)cnc2O[C@@H]1CN(C)C(=O)C1CCOCC1 | -3&1&11 | 16&14 | -7&-2&-2 | -3.4&-0.7&-0.6 | -2&24 | -9&0&-3 | 17&1&1 | 0.1&-1.4
Cc1ccc(C)c(NC(=O)CCc2nnc3ccc(N4CCCCC4)nn23)c1 | -7 | 9 | 3 | -0.4 | 10 | 3 | -4 | 0.1
Cc1cc2c(c(=O)o1)[C@@]1(C(=O)N(C)c3cc(Br)ccc31)C1=C(CCCC1=O)O2 | -5 | · | · | -3.7 | · | · | -3 | 0.2
COC(=O)c1ccc(OCCOCCOc2cccc3ccc(C)nc23)cc1 | -8 | -1 | · | · | -17 | · | -7 | 0.2
O=C(NC1CCCc2ccccc21)c1ccc(CNc2c(N3CCOCC3)c(=O)c2=O)cc1 (stereo not given) | -12 | · | -17 | -1.2 | -6 | -49 | 0 | -0.1
C[C@H]1CN([C@@H](C)CO)C(=O)c2cc(-c3ccccc3)cnc2O[C@@H]1CN(C)Cc1ccccn1 | -5 | 10 | 2 | 5.3 | · | -11 | 9 | -1.3
COc1cccc(NC(=O)N2C[C@@H](O)COC[C@@H]3O[C@@H](CC(=O)N(C)C)CC[C@H]32)c1 | -7 | 10 | 6 | -1.4 | 6 | -6 | -3 | 0.3
CC(=O)Nn1cc2c(=O)n(C)c(=O)n(C)c2c1 | -2 | 1 | -12 | 0.9 | 12 | -4 | 10 | ·
O=C(Cc1cccs1)NCc1cc(Cl)cc(Cl)c1 | -9 | -20 | -9 | 2.1 | -8 | ? | 3 | 0.0
N/C(=N\OC(=O)c1cccnc1)c1ccccc1Cl | -6 | 12 | · | -1.4 | -1 | 74* | -4 | 0.2
C[C@@H]1CN([C@H](C)CO)C(=O)Cc2cc(NC(=O)Nc3ccc4c(c3)OCO4)ccc2O[C@@H]1CN(C)Cc1ccc(Oc2ccccc2)cc1 | -8 | 24 | -1 | 0.6 | -1 | -5 | -2 | -0.8
COc1cc2c(c(OC)c1OC)-c1ccc(NC(=O)c3ccccc3)c(=O)cc1[C@@H](NC(C)=O)CC2 | -3 | -12 | · | 0.2 | 5 | -10 | 1 | 0.7
COc1ccc(S(=O)(=O)N(C)C[C@@H]2Oc3ccc(NS(=O)(=O)c4cccs4)cc3C(=O)N([C@@H](C)CO)C[C@@H]2C)cc1 | -15 | -10 | -5 | -0.3 | -7 | 3 | 1 | -0.9
O=C(Nc1ccccc1F)N[C@H]1CC[C@H](CCNC(=O)C2CCC2)O[C@@H]1CO | -12 | 1 | -2 | -1.5 | 10 | -4 | 2 | -0.5
C[C@@H]1CN([C@H](C)CO)S(=O)(=O)c2ccc(-c3cccc(C#N)c3)cc2O[C@H]1CN(C)C(=O)c1ccc(F)cc1 | 3 | -18 | -21 | -3.8 | 1 | 1 | -2 | -0.6
CCc1cc(=O)oc2c3c(cc(OCC(=O)NCc4ccncc4)c12)OC(C)(C)CC3 | -16 | -1 | 13 | 1.7 | 5 | 2 | 3 | ·
C[C@H]1CN([C@@H](C)CO)C(=O)c2cc(/C=C/c3ccccc3)cnc2O[C@H]1CN(C)C(=O)c1ccncc1 | -4 | 24 | -2 | 1.9 | -1 | -6 | 2 | 0.4
Cc1cc(-c2ccccc2)nc(N2CCN(c3ccccn3)CC2)n1 | -14 | -2 | 1 | 0.9 | 11 | -2 | 2 | ·
CC(C)CCN(C(=O)CNC(=O)c1ccco1)C(C(=O)NC1CCCCC1)c1cccnc1 (stereo not given) | -6 | -3 | -2 | 0.1 | -6 | 0 | -2 | 0.3
C[C@H](CO)N1C[C@H](C)[C@H](CN(C)S(C)(=O)=O)Oc2ccc(NC(=O)Cn3cnnn3)cc2C1=O | · | -15 | 7 | 5.0 | -7 | 2 | · | 0.0
CC(=O)[C@@H]1[C@@H](C(=O)c2ccc(F)cc2)[C@]2(C(=O)Nc3ccccc32)[C@H]2C=Cc3cc(F)ccc3N12 | -39 | 9 | -8 | 1.5 | 4 | · | 3 | 0.0
O=C(NCCCN1CCCCC1)C1CCC(CNS(=O)(=O)c2cccc3nsnc23)CC1 (stereo not given) | -8 | 0 | 6 | 1.6 | 3 | 3 | 1 | 0.0
Cc1nc2ccc(NC(=O)c3ccc([N+](=O)[O-])cc3)cc2[nH]1 | -4 | 5 | 5 | 0.8 | -3 | 22 | 0 | 0.0
Cc1ccccc1N1CC(C(=O)N2CC(C)CC(C)C2)CC1=O (stereo not given) | -2 | -2 | -11 | -0.1 | -5 | -5 | -3 | 0.0
C/C=C/c1cnc2c(c1)C(=O)N([C@H](C)CO)C[C@@H](C)[C@@H](CN(C)C(=O)Nc1ccc(OC)cc1)O2 | 7 | 7 | -1 | 1.6 | 2 | 2 | -1 | -0.7
C[C@H](CO)N1C[C@H](C)[C@@H](CN(C)C(=O)C2CC2)Oc2cc(-c3ccc(C#N)cc3)ccc2S1(=O)=O | 8 | · | -5 | -0.7 | -7 | 0 | 1 | 0.6
C#CCOC(=O)CN1C(=O)c2cccc3cccc(c23)C1=O | -11 | 2 | 9 | 0.5 | -8 | 14 | 2 | 0.2
CN1C[C@@H]2[C@H](c3ccccc31)[C@H](CO)N2C(=O)Nc1cccc(F)c1 | -2 | 4 | 8 | 0.7 | -6 | 0 | -4 | 0.2
COc1ccc(Cl)cc1NC(=O)CN(C)C(=O)CSc1ccc2c(c1)OCCO2 | -11 | · | -3 | -0.5 | -2 | -3 | 3 | -0.1
C[C@H](CO)N1C[C@H](C)[C@@H](CN(C)Cc2ccc(C(F)(F)F)cc2)OCCCC[C@H](C)Oc2ccc(NC(=O)c3ccncc3)cc2C1=O | -99 | 28 | -2 | 1.3 | 2 | -2 | -4 | 0.2
COc1cc(/C=N/NC(=O)c2csc3c2CCCC3)cc(OC)c1O | -14 | -6 | · | · | -3 | · | 4 | -0.1
CNc1nc2ccccc2n1N | 2 | -3 | · | · | -7 | · | -2 | 0.0
CCn1c(/C=C2\C(=O)N(C(C)C)c3ccccc32)nc2ccccc2c1=O | -3 | -38 | -12 | 0.3 | -1 | · | -2 | 2.2
O=C(c1cccs1)N(c1ccc(Cl)cc1)C1C=CS(=O)(=O)C1 (stereo not given) | -10 | 20 | -15 | 1.7 | -3 | 3 | 0 | 0.1
C[C@@H]1CN([C@H](C)CO)C(=O)Cc2cc(NC(=O)Nc3ccc4c(c3)OCO4)ccc2O[C@@H]1CN(C)C | 12 | -6 | -1 | 3.0 | -4 | 1 | 0 | -1.3
COc1ccc(CNC(=O)CSc2nccn(-c3ccc(F)c(F)c3)c2=O)cc1 | -40 | -53 | 3 | 1.8 | -2 | 5 | 0 | -0.7
CC(C)=CCN1CCN(Cc2cccn2-c2ccccn2)CC1CCO (stereo not given) | -30 | -6 | -9 | -4.3 | -6 | 3 | 1 | 0.1
O=[N+]([O-])c1ccc2c(c1)Cc1cc(F)ccc1-2 | -10 | 7 | -4 | -1.2 | 3 | 1 | -2 | -0.1
Cc1ccc(N(CC(=O)N2CCOCC2)S(C)(=O)=O)cc1C | -5 | 24 | 12 | · | -5 | -5 | 2 | ·
O=C(CCC(=O)N1CCOc2ccccc21)NCCCN1CCN(Cc2ccccc2)CC1 | -4 | 13 | 5 | -7.4 | 2 | -5 | 6 | 0.0
C[C@@H]1CN([C@H](C)CO)C(=O)c2cccc(NC(=O)c3ccc(-c4nccs4)cc3)c2O[C@@H]1CN(C)S(=O)(=O)c1cccs1 | -6 | 8 | 7 | -1.1 | 0 | -2 | -2 | 0.0
Cc1cccc(C(=O)NCCN(C)C)c1 | · | 18 | -5 | · | -58 | 6 | · | ·
O=C(O)C(CCCCNS(=O)(=O)c1ccc(F)cc1)NS(=O)(=O)c1ccc(F)cc1 (stereo not given) | -16&1 | 5&-1 | 3&-3 | 2.3&1.0 | 18&-6 | -11&-4 | 2&0 | 0.1
COc1ccc(-n2c(C)ccc2C)c([N+](=O)[O-])c1 | -12 | -2 | · | -0.6 | 4 | · | -3 | -0.1
COc1ccc2c3c(n(C)c2c1)[C@@H](CO)N(C)CC31CN(S(=O)(=O)c2cccc(F)c2)C1 | 13 | -7 | · | 1.8 | · | · | -2 | 0.2
CN(CCOc1ccc(CC2SC(=O)NC2=O)cc1)c1ccccn1 (stereo not given) | -15&-22 | -28 | 8&1 | 1.0&0.2 | 0&-5 | 7&6 | -1&0 | 0.0&-0.1
O=C(CCCCC(=O)NNC(=O)COc1ccccc1)NNC(=O)COc1ccccc1 | -12 | 15 | 9 | 3.3 | 21 | 0 | -2 | 0.2
CCc1ccc(-c2cc(C(=O)N3N=C(C(F)F)CC3(O)C(F)F)c3ccccc3n2)cc1 (stereo not given) | -24 | -14 | 1 | 1.2 | 5 | 14 | -1 | ·
Cc1cc(C)n2nc(C(=O)OCC(=O)c3ccc(F)cc3)nc2n1 | -25 | 0 | · | -0.4 | -2 | · | 0 | -0.2
COc1ccc(S(=O)(=O)n2nc(-c3ccc(Cl)cc3)cc2N)cc1OC | -25 | 8 | 25 | -0.1 | 0 | -2 | · | 0.1
CC=Cc1ccc2n(c1=O)C[C@H]1N[C@@H]2[C@@H](C(=O)NCCc2ccccc2)[C@@H]1CO (mixture of isomers) | 7 | 8 | 8 | · | -6 | 7 | 0 | 0.5
